ASAP1 inh: inhibitors of human ASAP1 ArfGAP activity, primary screen, biochemical, fluorescence polarization; 0.19% of 360,000 active; Arf-GAP with SH3 domain, ANK repeat and PH domain-containing protein 1 (Homo sapiens), …; inhibition, % at 16.5 µM; ASAP1-stimulated ARF1 GTP hydrolysis, GDP FP detection; in the data active means inhibition above about 25%;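 further: 0% = vehicle with enzyme and substrate and 100% = no enzyme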
MBD2 inh: inhibitors of MBD2 binding to methylated DNA, primary screen, biochemical, TR-FRET, DNA-binding domain, human. 0.31% of 370,000 active. inhibition, % at 4.4 µM. MBD2 binding to methylated oligonucleotide; in the data active means inhibition above about 13%
Target sequence (Q9UBB5 whole entry, looked up, the tested form may be a part): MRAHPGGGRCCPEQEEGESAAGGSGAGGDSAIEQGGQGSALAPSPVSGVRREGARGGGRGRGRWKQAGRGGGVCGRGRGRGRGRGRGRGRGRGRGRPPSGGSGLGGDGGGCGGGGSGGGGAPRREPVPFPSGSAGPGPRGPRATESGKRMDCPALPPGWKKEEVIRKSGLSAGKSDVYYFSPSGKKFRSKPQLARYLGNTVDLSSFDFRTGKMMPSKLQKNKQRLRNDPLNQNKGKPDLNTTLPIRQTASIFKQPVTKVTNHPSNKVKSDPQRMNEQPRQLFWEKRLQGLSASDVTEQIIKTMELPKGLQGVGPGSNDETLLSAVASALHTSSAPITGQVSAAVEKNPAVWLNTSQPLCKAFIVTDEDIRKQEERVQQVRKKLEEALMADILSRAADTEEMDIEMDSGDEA
UHRF1 MBD2 ctr: UHRF1 methylated DNA binding inhibitors, primary screen, counter-screen for MBD2 inhibitor project, biochemical, TR-FRET, human UHRF1, single concentration; E3 ubiquitin-protein ligase UHRF1 (Homo sapiens), Q96T88; UHRF1 binding to methylated oligo; inhibition, % at 4.4 µM; 0.75% of 370,000 active; AID 687016, 2013; in the data active means inhibition above about 21%;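 further: UHRF1 SRA domain binding a hemimethylated CpG hairpin DNA probe; 0% = median of test compound wells and 100% = reference inhibitor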
PLCb3 inh: human PLC-beta3 inhibitors, primary screen, biochemical, fluorescence | 1-phosphatidylinositol 4,5-bisphosphate phosphodiesterase beta-3 (Homo sapiens), Q01970 | Purified PLC-beta3, fluorogenic substrate | inhibition, % at 12.2 µM | 0.18% of 370,000 active; in the data active means inhibition above about 11%;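 further: 0% = median of compound wells on plate and 100% = full blocker control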
ADAM17 inh: ADAM17 inhibitors, primary screen, biochemical, QFRET | Disintegrin and metalloproteinase domain-containing protein 17 (Homo sapiens), P78536 | recombinant ADAM17, EDANS/DABCYL FRET peptide cleavage | inhibition, % at 6.95 µM | 0.83% of 370,000 active | AID 720648, 2013;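 active means inhibition above the mean of compounds lying between control limits plus 3 SD, set per campaign, cut at about 8.5% in these data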;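 further: 0% = DMSO-only wells as the low control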
Target sequence (P78536 215-824 limits assumed): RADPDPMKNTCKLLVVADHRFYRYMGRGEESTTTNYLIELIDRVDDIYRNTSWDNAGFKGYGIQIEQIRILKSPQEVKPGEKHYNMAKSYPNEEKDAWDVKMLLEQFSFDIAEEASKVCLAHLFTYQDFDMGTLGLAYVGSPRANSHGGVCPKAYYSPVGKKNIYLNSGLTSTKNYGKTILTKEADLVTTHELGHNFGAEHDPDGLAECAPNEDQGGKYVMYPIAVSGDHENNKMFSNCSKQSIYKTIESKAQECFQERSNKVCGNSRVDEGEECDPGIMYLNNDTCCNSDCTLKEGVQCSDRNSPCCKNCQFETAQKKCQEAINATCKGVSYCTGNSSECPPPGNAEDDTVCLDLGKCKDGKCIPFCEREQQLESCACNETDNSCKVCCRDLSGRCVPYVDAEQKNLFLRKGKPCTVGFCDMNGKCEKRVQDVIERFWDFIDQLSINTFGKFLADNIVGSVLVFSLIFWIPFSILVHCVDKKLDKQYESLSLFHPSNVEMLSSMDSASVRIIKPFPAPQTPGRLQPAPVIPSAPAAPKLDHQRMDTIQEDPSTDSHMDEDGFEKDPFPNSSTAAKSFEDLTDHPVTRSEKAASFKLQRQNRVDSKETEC
ARFGAP1 inhibitor: inhibitors of rat ARFGAP1 GAP activity, primary screen, biochemical, fluorescence polarization, GDP tracer; ADP-ribosylation factor GTPase-activating protein 1 (Rattus norvegicus), Q62848; Arfgap1-stimulated ARF1 GTP hydrolysis, GDP FP detection; inhibition, % at 16.5 µM; 0.26% of 360,000 active;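 active means inhibition above a per-plate limit, mean inhibition of low control wells plus 3 SD, cut at about 25% in these data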;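 further: 0% = DMSO wells with enzyme and 100% = wells lacking Arfgap1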
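System: truncated rat Arfgap1 GAP domain / Benchmarks: high control wells lacking Arfgap1, low control full reaction with DMSO / Times: compound-enzyme preincubation 20 min, reaction 120 min, detection 60 min, 25 °C / Repeats: one replicate per compound / Also added: human ARF1(Δ1-17)-GTP substrate / Measured by: Tracer-displacement fluorescence polarization with EDTA stop, 620/688 nm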
proKLK7 act: proKLK7 zymogen activators, primary screen, biochemical, fluorescence intensity. Kallikrein-7 (Homo sapiens), P49862. purified proKLK7, EDANS-DABCYL substrate fluorescence; 100% is mature enzyme control, 0% vehicle. activation, % at 7 µM. 0.9% of 370,000 active. AID 652039, 2013;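 active means activation above the mean of all tested compounds plus 3 SD, computed per campaign excluding outliers beyond control limits, cut at about 13% in these data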
Tn7 DDE FP: inhibitors of Tn7 peptide binding to fibrin DD(E), primary screen, biochemical, fluorescence polarization, human fibrin, Tn7 probe | 0.13% of 370,000 active | FP displacement of FITC-Tn7 peptide from fibrin DD(E); 0% = median of compound wells per plate | Fibrinogen beta chain (Homo sapiens), P02675 | AID 720508, 2013 | inhibition, % at 8.3 µM;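 active means inhibition above the mean of compounds falling within the control limits plus 3 SD of them, cut at about 14% in these data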;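 further: 0% = plate median of compound wells and 100% = 10 µM Aha-Tn7 peptide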
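Assay system: Human fibrin DD(E) protein | Medium: Tris buffer with calcium and detergent, pH 7.8 | Reagent: 0.1 µM fluorescent Tn7 | Compound dosing: Single point at 8.3 µM | Times: 10 min preincubation, 3 h with tracer, room temperature | Detection: Fluorescence polarization of the labelled Tn7 tracer | Controls: Aha-Tn7 high control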
DDE Tn6 FP inh: inhibitors of Tn6 peptide binding to fibrin DD(E), primary screen, biochemical, fluorescence polarization, human fibrin, Tn6 probe. Fibrin DD(E) TRITC-Tn6 fluorescence polarization displacement. AID 720509, 2013. 0.21% of 370,000 active. inhibition, % at 8.3 µM;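 active means inhibition above a per-campaign cutoff: mean of compounds within control limits plus 3 SD, cut at about 15% in these data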;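 further: 0% = median of all compound wells on the plate and 100% = blocking peptide control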
PLCg1 inh: PLC-gamma1 enzyme inhibitors, primary screen, biochemical, fluorescence, purified enzyme. 1-phosphatidylinositol 4,5-bisphosphate phosphodiesterase gamma-1 (Homo sapiens), P19174. fluorogenic substrate. inhibition, % at 12.2 µM. 0.84% of 370,000 active; in the data active means inhibition above about 9.5%
An asterisk follows results filed as active; nt = not tested or not shown.

SMILES	ASAP1 inh	MBD2 inh	UHRF1 MBD2 ctr	PLCb3 inh	ADAM17 inh	ARFGAP1 inhibitor	proKLK7 act	Tn7 DDE FP	DDE Tn6 FP inh	PLCg1 inh
COCCn1c(SCC(=O)Nc2nc(C)cs2)nnc1C(C)C	-17.3	-1.6	-1.4	-8.4	-2.5	6.0	0.2	0.0	1.6	-1.4
COc1c(Cl)cc(Cl)cc1/C=C/C(=O)c1ccc(NC(=O)c2cccs2)cc1	7.7	0.2	-0.4	3.2	-0.2	11.5	0.0	0.7	1.8	0.8
O=C(COC(=O)c1cc(=O)[nH]c2ccccc12)Nc1nc(-c2ccccc2)cs1	8.7	3.8	5.6	-58.5	-13.4	18.8	-1.5	-4.3	-6.5	-37.7
CCOP(=O)(c1ccccc1)C1(C#N)CC1 (stereo not given)	-3.3	2.1	1.3	4.2	-1.3	7.3	-0.3	-3.8	-3.2	2.8
C/C(=N\NC(=O)CNc1cccc2ccccc12)c1ccccc1	11.7	0.9	-2.6	-117.3	-154.8	2.0	46.1*	3.5	0.6	-96.1
CCN1C[C@@H]2[C@@H]3C(=O)N(C)C(=O)[C@@H]3[C@](C)(C1=O)N2C(=O)c1ccc(C(F)(F)F)cc1	2.3	-3.0	6.3	4.7	1.3	-6.7	-1.1	2.0	3.2	2.5
CCC(C(=O)Nc1cccc(OC)c1)n1nc(C)c2c(C)n(-c3ccccc3)nc2c1=O (stereo not given)	12.8	3.9	1.6	1.3	0.4	-10.8	0.4	7.0	-4.8	4.0
CCC(=O)Nc1ccc2c(c1)nc(CN1CCCCC1)n2C	2.6	1.3	0.7	-44.1	0.1	-2.3	-0.5	8.7	-3.2	-4.8
CCOC(=O)c1oc2ccccc2c1COC(=O)CNC(=O)c1cc(OC)c(OC)c(OC)c1	-6.5	-3.3	-1.5	-1.6	-1.2	2.1	0.4	1.3	1.3	-0.9
Cc1cccc[n+]1CC(=O)c1ccc2c(c1)OCCO2	4.7	-0.2	3.6	-0.4	1.5	7.9	-0.1	-6.6	3.8	1.3
CC12CCC(=O)C=C1CCC1C2CCC2(C)C(C(=O)CO)CC(O)C12 (stereo not given)	-17.8	5.8	-0.3	-9.2	-3.4	3.3	0.3	7.7	-1.2	0.6
CCOC(=O)C(Cc1ccccc1)C(=O)Nc1ccc(NC(=O)C(Cc2ccccc2)C(=O)OCC)cc1 (stereo not given)	-0.2	1.7	-3.6	-1.1	-2.9	1.4	-0.3	-0.6	-1.6	1.4
CC(C)(C)C(=O)NC(c1ccccc1)c1c(O)ccc2ccccc12 (stereo not given)	6.3	-4.9	-3.6	-4.7	-4.8	-15.2	-0.3	-1.3	-0.7	-2.6
O=C(c1cccs1)N1CCN(C2CCN(Cc3ccccc3)CC2)CC1	12.8	-4.4	3.1	1.6	2.8	2.2	1.0	-7.0	-4.1	5.6
CCOC(=O)Cc1c(Cl)c2ccccc2[nH]c1=O	-3.1	5.2	1.6	0.9	-3.9	1.0	-0.2	5.2	1.5	2.8
CC(C)(C)c1ccc(/C=C/C(=O)Nc2nncs2)cc1	2.6	-0.1	2.5	1.1	-5.5	-5.2	-1.2	-3.3	1.8	-0.2
N#CC1=C(N)Oc2cc(O)ccc2C1c1ccncc1 (stereo not given)	-9.9	-11.3	-4.8	-29.7	0.1	-4.0	1.0	-2.1	4.5	-26.6
CC(C)(C)c1csc(Sc2ncccc2[N+](=O)[O-])n1	-0.7	2.4	4.1	-8.0	-4.2	1.8	0.3	-5.4	-0.7	0.8
Cc1ccc(C)c(NC(=O)Cc2coc3cc4c(cc23)CCC4)c1	-4.4	4.8	-0.4	1.6	-0.1	1.7	0.0	1.2	-3.2	2.3
COc1ccc([C@H]2CC(=O)C=C(c3cc(C)ccc3F)C2)cc1	5.1	-3.2	0.9	-8.4	1.6	-3.3	-0.7	2.3	-2.9	-3.2
C[n+]1cn(Cc2cc(Cl)ccc2OC(F)F)c2ccccc21	-0.3	3.1	-1.7	-2.6	0.3	0.7	0.2	3.7	-4.4	4.8
O=C(Nc1ccc(Cl)cc1)N1CCN(Cc2nc3ccccc3c(=O)[nH]2)CC1	nt	1.0	3.4	2.4	2.7	nt	-0.1	-1.5	3.8	-0.9
COc1cccc(C(=O)NN2CC(O)=C(c3nc4ccccc4s3)C2=N)c1	-24.6	4.0	-3.6	-4.7	-0.5	1.1	0.6	3.6	-5.1	-2.9
CCCCCCCn1ccc(O)c(CC(=O)OC)c1=O	3.0	-4.6	1.1	0.8	-4.8	2.4	-0.1	-3.5	-4.5	0.0
C[C@@H]1CN([C@H](C)CO)C(=O)CCCn2cc(nn2)CO[C@H]1CN(C)C(=O)c1ccncc1	-2.9	5.9	4.0	-2.8	-1.0	-9.5	-0.1	0.3	-0.3	0.7
CCC(O)(CC)C(=O)N=Nc1c(O)[nH]c2ccccc12	-3.4	-4.6	-2.9	-331.4	-2.2	-1.1	-0.6	1.8	2.5	2.5
Cc1cc(C)cc(NCC(=O)Nc2c(C)cccc2C)c1	-13.1	2.9	4.7	2.2	3.4	-5.5	-0.6	-4.5	-6.2	7.3
COc1cccc(CN2CCN(c3nc4nonc4nc3NC3CC3)CC2)c1	-6.4	3.4	0.9	-2.3	-1.9	1.5	-0.1	-0.2	1.1	-0.2
COc1cccc(NC(=O)NCc2cccn2C)c1	-8.1	0.3	2.3	-6.1	-3.9	-11.5	-0.1	9.0	-5.3	-1.8
CC(C)Nc1nc(Cl)nc(NC2CCCCC2)n1	0.0	-2.5	-2.6	-3.9	-3.0	-1.4	-0.1	3.8	8.4	-0.6
CC1=C(C(=O)N2CCOCC2)C(c2ccc(O)cc2)NC(=S)N1 (stereo not given)	-10.7	-4.3	0.8	9.1	5.3	-5.6	0.3	-2.9	-0.8	5.5
COc1cccc(OCc2cc(C(=O)NCCN3CCCCC3CO)no2)c1 (stereo not given)	4.9	0.7	3.0	-12.9	-3.4	10.7	-0.5	6.6	0.7	-2.3
O=C(Nc1ccc(N2CCOCC2)c(S(=O)(=O)Nc2ccccc2Cl)c1)c1ccc(F)cc1	5.2	0.1	-1.2	3.6	1.4	14.4	0.1	4.8	5.5	-2.4
COc1ccc(OC)c(NC(=O)N2CCCC(C(=O)c3ccccc3OC)C2)c1 (stereo not given)	-3.2	-0.4	1.8	-3.3	0.9	-0.6	0.4	-11.2	6.8	4.8
Cc1cc(C)cc(CC(CC(=O)Nc2ccc(Cl)cc2)C(=O)O)c1 (stereo not given)	-5.3	-4.6	-3.6	-2.7	-2.6	-25.3	0.2	12.3	2.1	-0.4
CC(C)OC(=O)c1c(NC(=O)CCn2nnc3ccccc32)sc2c1CCCC2	4.2	2.5	-1.0	-0.8	1.3	-2.3	-0.2	6.0	-1.0	0.9
COc1ccc(OC)c(N/C=C2/CCCCC2=O)c1	-10.7	0.4	-3.8	-3.0	-3.0	2.4	-0.1	-1.2	4.7	-4.7
CC1CCN(S(=O)(=O)c2cccc(-c3nnc(-c4cccnc4)o3)c2)CC1	-7.9	-8.0	-1.2	2.0	-0.1	3.9	-0.4	-0.9	3.0	1.3
COc1ccc(CC(=O)Nc2ccccc2C(=O)N2CCOCC2)cc1	-7.3	-3.9	-2.9	2.0	-0.5	-2.6	-0.7	0.8	0.9	-2.3
COc1cc(CNc2ccc3[nH]c(=O)[nH]c3c2)ccc1OCc1ccccc1F	7.8	1.0	3.2	-42.7	-48.9	-1.8	-1.3	0.3	-8.0	-27.2

Entries of single compounds, looked up by structure.
Results for `Cc1cccc[n+]1CC(=O)c1ccc2c(c1)OCCO2` → ASAP1 inh: 4.7; MBD2 inh: -0.2; UHRF1 MBD2 ctr: 3.6; PLCb3 inh: -0.4; ADAM17 inh: 1.5; ARFGAP1 inhibitor: 7.9; proKLK7 act: -0.1; Tn7 DDE FP: -6.6; DDE Tn6 FP inh: 3.8; PLCg1 inh: 1.3
Results for `CC(C)(C)c1ccc(/C=C/C(=O)Nc2nncs2)cc1` → ASAP1 inh: 2.6; MBD2 inh: -0.1; UHRF1 MBD2 ctr: 2.5; PLCb3 inh: 1.1; ADAM17 inh: -5.5; ARFGAP1 inhibitor: -5.2; proKLK7 act: -1.2; Tn7 DDE FP: -3.3; DDE Tn6 FP inh: 1.8; PLCg1 inh: -0.2

Following part:
SMILES	ASAP1 inh	MBD2 inh	UHRF1 MBD2 ctr	PLCb3 inh	ADAM17 inh	ARFGAP1 inhibitor	proKLK7 act	Tn7 DDE FP	DDE Tn6 FP inh	PLCg1 inh
CCN(CC)c1ccc(/C=N/NC(=O)c2cc3ccccc3[nH]2)cc1	-19.3	-2.8	-0.3	-139.4	-32.6	17.6	-3.3	-1.7	-10.2	-100.1
Cc1cc(-c2nnc(SCC(=O)Nc3c(C)cccc3C)n2N)n[nH]1	-4.2	0.0	-2.1	-6.3	-0.9	0.3	-0.4	7.3	4.0	-1.1
CC12COC3(C(=O)Nc4cccnc4)CC1CCC32C (stereo not given)	6.6	-2.7	-1.1	0.4	-6.1	8.6	0.3	-0.6	3.2	1.8
NC(=O)Cn1c(S(=O)(=O)Cc2ccccc2)nc2ccccc21	6.2	6.6	4.0	0.6	-1.5	8.2	0.7	0.9	-0.5	1.4
O=C1C2C3C=CC(C3)C2C(=O)N1CNc1ccccn1 (stereo not given)	-2.9	-2.7	1.3	4.0	-3.2	-8.6	0.2	5.2	6.9	3.9
O=C1CCC[C@H]2C[C@H](NCc3cccnc3)CC[C@]23CCCN13	nt	0.2	-1.6	2.3	-5.0	nt	nt	-0.9	6.1	-0.6
CN=C(Nc1cc(C)nn1CCC#N)c1ccccc1F	-4.8	-1.0	0.5	0.1	0.1	1.9	-0.2	-0.3	7.3	3.1
COc1ccc2oc(C(=O)NCc3ccco3)c(C)c2c1	5.5	0.5	-0.6	-26.4	-25.0	10.4	0.3	-2.7	-10.0	-12.6
CCOC(=O)N1CCN(C(=O)Nc2ccc3oc(C)nc3c2)CC1	-9.8	-4.8	-4.2	3.0	-2.1	-5.6	0.5	3.5	8.9	-2.5

Screening data as filed in PubChem BioAssay.

An unsorted share of the library, and some 4.1% of all compounds hit somewhere here.
